UBC13 polyUb: blocks human UBC13 polyubiquitin chain formation | inhibition, % at 20 µM | P61088 | AID 485273 | TR-FRET | 330,000 tested, 0.47% active; in the data active = inhibition above about 45%, passing the limit was not always enough
Target sequence (P61088 whole entry, looked up): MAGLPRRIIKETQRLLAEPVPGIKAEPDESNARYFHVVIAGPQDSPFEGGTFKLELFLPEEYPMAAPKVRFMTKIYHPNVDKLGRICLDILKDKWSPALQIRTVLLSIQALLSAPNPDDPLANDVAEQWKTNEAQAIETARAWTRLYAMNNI
SENP7 block: SENP7 protease inhibition; AID 434973; inhibition, % at 5 µM; recombinant SENP7, Z-RLRGG-aminoluciferin luminescence, 40 min; 330,000 tested, 1.5% active;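 active = inhibition above about 50% at the single test dose, limit read from the data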;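 also: plate controls were DMSO with enzyme for no effect and no enzyme buffer wells for full effect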
SENP8 block-1: blocks human SENP8 cleavage of Nedd8 substrate | inhibition, % at 20 µM | recombinant SENP8, Nedd8 substrate fluorescence | AID 602440 | 360,000 tested, 0.64% active; in the data active = inhibition mostly above about 40%, no sharp cut-off; inactive = mostly below about 27%
APOBEC3G inh: APOBEC3G (human) deaminase inhibition. AID 493012. 330,000 tested, 0.28% active. recombinant A3G, ssDNA deamination FAM/TAMRA fluorescence. Q9HC16. inhibition, % at 20 µM;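 active = inhibition of at least 40% at 20 µM, with no more than 30% in the related APOBEC3A deaminase screen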;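 also: plate controls were DMSO wells with A3G for no effect and wells lacking A3G enzyme for full effect; some compounds called inactive have numbers as strong as hits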
Apaf-1 inh: blocks human Apaf-1 apoptosome activity | 330,000 tested, 0.71% active | O14727 | reconstituted apoptosome caspase-3 activity, DEVD-Rh110 fluorescence | inhibition, % at 20 µM; active = inhibition of at least 40% at 20 µM;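 also: plate controls were DMSO wells for no effect and DEVD-CHO caspase inhibitor wells for full effect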
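Medium: Hepes buffer, pH 7.5 / System: biochemical Apaf-1 apoptosome reconstitution / Measured by: Rh110 fluorescence, excitation 480 nm, emission 540 nm / Times: compound with Apaf-1, dATP, procaspase-3 30 min, then 50 min reaction, room temperature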
SENP8 block-2: SENP8 protease inhibition | inhibition, % at 10 µM | purified SENP8, Z-RLRGG-aminoluciferin cleavage, luminescence | 330,000 tested, 1.2% active | Q96LD8 | AID 2540; in the data active = inhibition above about 50%
SENP1 FRET inh: blocks the human SENP1 SUMO protease catalytic domain; Q9P0U3; recombinant SENP1 catalytic domain, CyPet-SUMO1-YPet FRET cleavage; inhibition, % at 10 µM; 360,000 tested, 0.21% active; AID 624204;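 active = inhibition at least 30% at 10 µM, raw YFP signal under a set limit, fluorescence ratio 0.5 to 1.5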;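 also: 0% = enzyme with DMSO and 100% = no enzyme wells; some results filed as inactive read as strong as hits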
Target sequence (Q9P0U3 419-644 limits assumed): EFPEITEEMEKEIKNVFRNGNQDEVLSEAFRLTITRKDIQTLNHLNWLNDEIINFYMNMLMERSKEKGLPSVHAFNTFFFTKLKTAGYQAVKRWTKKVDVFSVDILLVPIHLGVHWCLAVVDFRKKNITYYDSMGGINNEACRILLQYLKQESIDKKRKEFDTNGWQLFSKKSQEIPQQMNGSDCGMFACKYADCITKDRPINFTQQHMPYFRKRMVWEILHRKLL
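Material – human SENP1 catalytic domain · Input – SENP1 enzyme, 20 pM final · Compound dosing – single concentration of 10 µM compound, 0.5% DMSO final · Timing – enzyme reaction for 50 min at room temperature, dark · Measured by – FRET fluorescence in CFP and YFP emission channels · Control set – no-enzyme wells low, DMSO-plus-enzyme wells high control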
SENP6 inh: SENP6 protease inhibition. Q9GZR1. Recombinant SENP6 catalytic domain, aminoluciferin luminescence. inhibition, % at 10 µM. 330,000 tested, 1.8% active. AID 2599;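 active = inhibition above about 50% at the single tested dose, limit read from the data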;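 also: plate controls were DMSO wells with enzyme for no effect and DMSO wells lacking enzyme for full effect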
Target sequence (Q9GZR1 628-1112 limits assumed): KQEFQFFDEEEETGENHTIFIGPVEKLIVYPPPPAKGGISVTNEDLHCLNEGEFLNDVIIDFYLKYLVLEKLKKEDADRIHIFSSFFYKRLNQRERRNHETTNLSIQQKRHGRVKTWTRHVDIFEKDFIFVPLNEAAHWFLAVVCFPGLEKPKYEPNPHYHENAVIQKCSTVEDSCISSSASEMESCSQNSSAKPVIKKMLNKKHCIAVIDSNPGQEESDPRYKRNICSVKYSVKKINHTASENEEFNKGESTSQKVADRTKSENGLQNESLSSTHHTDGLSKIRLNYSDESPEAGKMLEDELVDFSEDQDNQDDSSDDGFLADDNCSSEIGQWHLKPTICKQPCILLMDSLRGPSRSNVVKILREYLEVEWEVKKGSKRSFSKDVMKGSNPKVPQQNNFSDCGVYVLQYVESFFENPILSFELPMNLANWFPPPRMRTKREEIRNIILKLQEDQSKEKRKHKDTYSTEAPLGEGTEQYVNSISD
* marks the source's active call; other numbers are inactive results; x = no result given.

SMILES	UBC13 polyUb	SENP7 block	SENP8 block-1	APOBEC3G inh	Apaf-1 inh	SENP8 block-2	SENP1 FRET inh	SENP6 inh
CCCn1c(=O)c2[nH]cnc2n(-c2ccc(Cl)cc2)c1=O	-3	1	14	-10	-21	-1	2	1
O=c1nc2ccccc2c2n1CC(CN1CCN(c3ccc(F)cc3)CC1)N2 (configuration not stated)	0	12	-3	5	8	-3	-1	24
CN(C)CCCNC(CC(=O)Nc1cccc([N+](=O)[O-])c1)C(=O)O (configuration not stated)	3	12	21	0	1	5	1	10
C=CC[n+]1cccc(-c2cc3ccc(C)cc3[nH]2)c1	-6	-8	6	-9	2	-3	1	-6
CC(=O)N1CCc2cc(S(=O)(=O)CCC(=O)Nc3ccc4c(c3)OCCO4)ccc21	2	4	15	-2	1	-4	3	-4
Cn1c(CCc2ccccc2)nnc1SCC(=O)N1CCOCC1	-3	1	10	-4	-4	-3	-2	2
CC(=O)n1cc(/C=N/NC(N)=S)c2ccccc21	-12	-12	7	-5	-5	3	-2	25
CC/C=C/C(=O)N1CC2(CC(c3cccc(NC(=O)c4ccccc4)c3)=NO2)C[C@@H]1C(N)=O (some centres not stated)	-11	11	14	-9	-10	-11	3	-11
COc1ccccc1CCN1CCCC(CN(C)CC(C)(C)CO)C1 (configuration not stated)	-6	2	17	1	4	-5	-2	4
Cn1cnc2c(cnn2-c2ccccc2)c1=O	-5	-7	27	2	6	8	-2	-29
CN(Cc1nc2ccccc2c(=O)[nH]1)c1ccccc1	-5	-4	1	-11	11	0	-17	-15
CCn1nnc2cc(C(=O)NCC(c3ccccc3OC)N(C)C)ccc21 (configuration not stated)	-3	4	1	-5	2	8	-9	4
O=C(COC(=O)c1cc(S(=O)(=O)N2CCCCC2)ccc1N1CCOCC1)NC1CCCCC1	7	-7	16	-7	-6	1	0	-14
O=C(O)c1ccccc1SSc1ccccc1C(=O)O	-1	4	16	-6	13	7	2	-5
O=C1c2cccnc2C(=O)N1Cc1ccc(S(=O)(=O)NCc2ccco2)s1	-7	6	10	20	11	1	-1	10
CC(O)c1nc2ccc(Cc3ccc4nc(C(C)O)[nH]c4c3)cc2[nH]1 (configuration not stated)	-2	-5	14	3	0	-14	7	-7
O=C(CC(c1cccs1)S(=O)(=O)c1ccccc1)c1ccc(F)cc1 (configuration not stated)	-3	30	2	-6	6	23	0	52*
Nc1ccc(S(=O)(=O)Nc2ncccn2)cc1	0	5	4	-9	-11	1	2	-6
C[C@H](CO)N1C[C@H](C)[C@@H](CN(C)S(=O)(=O)c2ccccc2)Oc2c(cccc2N(C)C)C1=O	10	5	-13	-5	9	-4	0	6
O=C1CCCc2c1cnc1ncnn21	-6	-19	2	-4	-10	2	-1	-6
Cc1ccc(N2CC(C(=O)Nc3ccc4c(c3)OCCO4)CC2=O)cc1 (configuration not stated)	5	-2	8	-1	-5	9	-1	13
C[C@H](NC(=O)c1nc[nH]c1C(=O)N[C@@H](CCCCNC(=O)OC(C)(C)C)C(=O)OC(C)(C)C)C(=O)OCc1ccccc1	-14	7	1	11	27	-5	0	-13
Cc1ccccc1CN1CCNC(=O)C1CC(=O)N(C)CCC1CCOCC1 (configuration not stated)	2	0	-118	-9	-10	0	-16	-4
CC(=O)N1c2ccc(S(=O)(=O)NCCC(=O)NCCc3cccc(C)c3)cc2CC1C (configuration not stated)	2	1	6	-5	-4	-7	-2	-15
COc1ccc(-c2cc(=O)oc3cc(O)ccc23)cc1	8	-1	-171	-8	5	-4	-25	4
Cc1cc(C)n(-c2nc(SCC(=O)O)c3c4c(sc3n2)COC(C)(C)C4)n1	20	2	-56	-8	-19	4	-1	-12
Cc1csc(SCC(=O)Nc2ccc(Cl)cn2)n1	-16	5	-27	-6	16	-5	-27	-4
O=C(Cn1[nH]c(=O)c2ccccc2c1=O)OCC(=O)c1ccc(Br)cc1	11	-2	-8	-8	6	11	-2	-1
OC[C@H]1O[C@@H](n2cnc3c(NC4CCCC4)nc(Cl)nc32)[C@H](O)[C@@H]1O	-15	-6	5	-2	1	-8	0	-16
Cc1cc(-n2c(C)cc(C(=O)COc3ccc([N+](=O)[O-])cc3)c2C)no1	-14	-3	12	-3	11	-6	0	-12

The closing six compounds of the section above lead into the next:
SMILES	UBC13 polyUb	SENP7 block	SENP8 block-1	APOBEC3G inh	Apaf-1 inh	SENP8 block-2	SENP1 FRET inh	SENP6 inh
COc1ccc(-c2cc(=O)oc3cc(O)ccc23)cc1	8	-1	-171	-8	5	-4	-25	4
Cc1cc(C)n(-c2nc(SCC(=O)O)c3c4c(sc3n2)COC(C)(C)C4)n1	20	2	-56	-8	-19	4	-1	-12
Cc1csc(SCC(=O)Nc2ccc(Cl)cn2)n1	-16	5	-27	-6	16	-5	-27	-4
O=C(Cn1[nH]c(=O)c2ccccc2c1=O)OCC(=O)c1ccc(Br)cc1	11	-2	-8	-8	6	11	-2	-1
OC[C@H]1O[C@@H](n2cnc3c(NC4CCCC4)nc(Cl)nc32)[C@H](O)[C@@H]1O	-15	-6	5	-2	1	-8	0	-16
Cc1cc(-n2c(C)cc(C(=O)COc3ccc([N+](=O)[O-])cc3)c2C)no1	-14	-3	12	-3	11	-6	0	-12
Cc1ccc2[nH]cc(CCNC(=O)CN3C(=O)c4ccccc4C3=O)c2c1	3	5	0	-7	-1	2	1	-2
Cc1cc(C)cc(NC(=O)CN2C(=O)NC(Cc3c[nH]c4ccccc34)C2=O)c1 (configuration not stated)	22	5	13	-5	-1	-5	2	-4
COc1ccc(C(=O)NCc2nnc(SCC(=O)Nc3nc4ccccc4s3)o2)cc1OC	-7	-12	13	-3	1	-12	1	14
Cc1ccc(C2C3=C(CC(C)(C)CC3=O)N=C3c4ccccc4C(=O)C32)cc1 (configuration not stated)	-12	3	-8	-10	10	-4	-12	-4
Cn1c(=O)[nH]c2cc(Cl)cnc21	5	0	2	-3	-1	2	-55	9
O=C(Cc1cccc2ccccc12)Nc1ccc(Br)cc1C(=O)O	-10	3	-5	-4	3	-7	0	-2
CCc1ccccc1NC(=O)N[C@@H](C)C(=O)O	0	-3	10	0	-6	-7	-1	-10
CCc1c(C)nc2ncnn2c1NCCc1ccc(OC)cc1	9	8	22	-6	-13	1	2	-18
CCC(C)(C)n1nnnc1C(c1ccc2ncccc2c1)N1CCN(Cc2ccc3c(c2)OCO3)CC1 (configuration not stated)	-11	-12	10	-1	7	-3	1	-18
COC(=O)CN1C(=O)COc2ccc(S(=O)(=O)N3CCOCC3)cc21	11	2	8	-8	-2	5	4	5
CC(C)c1nnc(NC(=O)C2CCN(c3nc4ccccc4s3)CC2)s1	-1	1	12	4	6	2	3	-16
Cc1[nH]c2ccccc2c1/C=N/Nc1ccccc1[N+](=O)[O-]	-107	1	37	1	29	-2	1	-14
O=C(CSc1nccc(=O)[nH]1)Nc1ccc(Oc2ccccc2)cc1	4	-1	18	-3	1	-2	0	-13
Cc1ccc(C2=NS(=O)(=O)N(C)C(C(=O)NCc3ccco3)=C2)cc1	-4	-2	-78	-4	9	8	1	1
Cc1ccccc1S(=O)(=O)Nc1cccnc1	-1	8	20	-4	-3	-2	0	-5
O=C(N/N=C/c1ccc2c(c1)OCO2)c1cc(-c2ccco2)nc2ccccc12	5	-5	-405	17	21	-1	0	-13
O=C(NC(=S)Nc1ccc(CN2CCOCC2)cc1)c1ccc(-c2cccc(Cl)c2)o1	12	4	16	-6	2	-3	0	-11
CCCOC(=O)c1ccc(N2C(=O)c3ccccc3C2=O)cc1	-1	2	0	-3	3	-1	1	8
O=C1NC2(CCCC2)C(=O)N1Cc1cc(=O)n2ccsc2n1	7	-5	x	-1	-16	2	x	-6
Cc1ccc(C(C)C)c(OCC(=O)NN=C2CCCC2)c1	5	5	2	-1	4	7	2	14
Cc1ccc(C2C3=C(CCCC3=O)Nc3c2c(C)nn3-c2ccccn2)o1 (configuration not stated)	-12	-1	x	-1	5	-7	x	24
O=C(/C=C/c1ccc(Cl)cc1)NC(=S)NN1CCCCC1c1cccnc1 (configuration not stated)	1	-1	x	-5	11	-9	x	-10
O=C(Nc1ccccc1-c1nc2ccccc2s1)C1=COCCO1	-4	-2	-41	-6	9	-6	1	-28
CCOC(=O)c1c(C)oc2cc(Br)c(OC(C)C(=O)OCC)cc12 (configuration not stated)	5	13	20	1	20	0	0	-10
Cc1ccn(CCC(=O)N2CCCC(CCC(=O)NCc3ccc(F)c(F)c3)C2)n1 (configuration not stated)	3	-4	12	-6	6	0	2	-19
NS(=O)(=O)c1ccc(CCNC(=O)CCc2nc3sc4c(c3c(=O)[nH]2)CCCC4)cc1	16	-4	-59	2	3	-5	-26	5
CCOc1ccc(-c2c(C(=O)N/N=C/c3ccc(C)cc3)nnn2-c2nonc2N)cc1	0	5	-19	-6	-4	1	0	1
COc1ccc(CN(CC2CCCO2)C(=O)CN2C(=O)COc3ccccc32)cc1OC (configuration not stated)	-8	-11	19	-7	6	-10	2	1
Cc1ccc(OC(=O)C(F)(F)F)c2c1NCCC2	-9	-5	19	6	-3	-4	0	4
COc1ccc(OC)c(CN2CCC(Cc3ccccc3)CC2)c1	12	-16	2	-5	4	1	1	-29
Cc1ccc(S(C)(=O)=O)cc1C(=O)OCC(=O)N1CCCC1=O	-4	-10	3	-7	-6	1	2	-2
COc1ccc([N+](=O)[O-])cc1NC(=O)CCC(=O)c1cccs1	7	1	19	-1	-6	-2	1	14
COc1ccc2c(c1)CCN(C(=O)CCl)C2C1C(=O)CCCC1=O (configuration not stated)	-3	1	-5	-1	-8	-7	-6	-3
O=C(O)C[C@H]1c2cc(F)ccc2S(=O)(=O)N1C1CCCC1	0	-2	-1	-4	-4	-3	1	-10
CCCCNC(=O)C1C2C=CC(C2)C1C(=O)O (configuration not stated)	-4	-5	22	-8	8	-11	1	-3
CCC(C(=O)O)n1c2ccccc2c2cn[nH]c(=O)c21 (configuration not stated)	2	5	-6	-4	1	-5	0	3
COc1cc2c(cc1OC)C(c1cc3ccc(C)cc3[nH]c1=O)N(C(=O)c1ccco1)CC2 (configuration not stated)	-6	-5	-15	-2	18	-6	1	-32
O=C(COC(=O)c1ccc([N+](=O)[O-])o1)Nc1cccc(S(=O)(=O)N2CCOCC2)c1	-1	5	29	-3	-4	-3	-1	4
CCOc1ccc2ccccc2c1CNCCN1CCOCC1	-4	6	14	6	-1	0	0	9
COc1ccc(CCNS(=O)(=O)c2ccc(S(=O)(=O)N3CCCC3)cc2)cc1OC	4	2	3	0	1	-4	3	9
Cc1ccc(NC(=O)CN2c3cccc4cccc(c34)S2(=O)=O)cc1	-1	-1	-496	14	28	-11	0	-4
CSCCC(NC(=O)c1ccccc1)C(=O)OCC(=O)c1ccc[nH]1 (configuration not stated)	2	8	-6	-3	-8	3	-8	2
CN(C)S(=O)(=O)c1ccc(C(=O)Nc2ccc3nc(N4CCOCC4)sc3c2)cc1	-14	-8	4	-4	-3	1	0	-8
CCN1C(=O)/C(=C/N(C(C)=O)c2ccccc2)N(c2ccccc2)C1=S	-13	9	25	0	10	-1	-33	-2
COc1ccccc1CC(=O)Nc1ccc(F)cc1F	4	5	8	-3	-7	7	2	-6
CCC(O)(C(=O)Nc1ccccc1C(F)(F)F)c1ccccc1OC (configuration not stated)	0	-7	25	-9	8	-15	2	-2
Clc1ccccc1OCCn1nnc2ccccc21	10	14	6	-6	-11	11	1	5
O=[N+]([O-])/C(C(Cl)=C(Cl)Cl)=C(/Sc1ccccc1)N1CCCCC1	0	-3	16	-5	-4	-1	0	-24

This is a random part of the collection; about 3.6% have a hit in one of these screens.
